Screens as filed in PubChem.
STK33 inh: STK33 kinase inhibitors, primary screen, biochemical, luminescence, ADP-Glo, MBP substrate. inhibition, % at 12.5 µM. actives 0.44% (n = 27,000); in the data active = inhibition above about 20%
Target sequence (Q9BYT3 whole entry, looked up): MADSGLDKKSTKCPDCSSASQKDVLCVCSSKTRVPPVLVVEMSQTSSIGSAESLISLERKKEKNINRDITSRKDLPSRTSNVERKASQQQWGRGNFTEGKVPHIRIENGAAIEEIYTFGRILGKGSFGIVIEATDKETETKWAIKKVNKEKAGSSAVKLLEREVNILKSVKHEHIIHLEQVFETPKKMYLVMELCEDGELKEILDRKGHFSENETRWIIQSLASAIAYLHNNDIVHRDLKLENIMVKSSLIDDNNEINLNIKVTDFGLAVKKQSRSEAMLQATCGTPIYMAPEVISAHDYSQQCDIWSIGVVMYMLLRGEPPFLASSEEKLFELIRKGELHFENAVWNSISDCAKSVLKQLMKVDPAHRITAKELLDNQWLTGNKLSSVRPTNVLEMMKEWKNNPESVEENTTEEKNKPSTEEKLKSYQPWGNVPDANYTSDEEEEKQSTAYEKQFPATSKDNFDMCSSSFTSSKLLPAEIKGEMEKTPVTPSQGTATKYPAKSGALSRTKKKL
p53 PUMA act: mutant p53 pathway re-activators, primary screen, cell-based, SW480, luciferase, single point, HTS. AID 624151, 2012. activation, % at 9.98 µM. SW480 PUMA-promoter luciferase, p53 mutant reactivation. actives 1.5% (n = 28,000); in the data active = activation above about 52%
Active calls of the source: *; . = not tested or not shown. Some of the compounds tested, so the mix of outcomes need not match the whole.

Preview (6 entries):
1. O=C(O)CCC(=O)Nc1cccc(C(F)(F)F)c1
2. O=C(COc1ccc(C(=O)Nc2ccc(Cl)cc2)cc1)Nc1ccccc1C(F)(F)F
3. C[C@H](CO)N1C[C@H](C)[C@H](CN(C)Cc2ccc(C(F)(F)F)cc2)OCc2cnnn2CCCC1=O
4. COCC#Cc1cnc2c(c1)C(=O)N([C@H](C)CO)C[C@@H](C)[C@H](CN(C)C(=O)CN1CCOCC1)O2
5. Cc1ccc(S(=O)(=O)N(C)C[C@H]2Oc3ncc(C#CC4(O)CCCC4)cc3C(=O)N([C@H](C)CO)C[C@@H]2C)cc1
6. COc1cc(CCC(=O)O)cc(OC)c1OC
compound no. | 1 | 2 | 3 | 4 | 5 | 6
p53 PUMA act | -6 | -4 | 4 | 10 | 1 | -2
STK33 inh | 1 | 3 | -1 | . | . | .

Results (from the top)
1. O=C(O)CCC(=O)Nc1cccc(C(F)(F)F)c1
2. O=C(COc1ccc(C(=O)Nc2ccc(Cl)cc2)cc1)Nc1ccccc1C(F)(F)F
3. C[C@H](CO)N1C[C@H](C)[C@H](CN(C)Cc2ccc(C(F)(F)F)cc2)OCc2cnnn2CCCC1=O
4. COCC#Cc1cnc2c(c1)C(=O)N([C@H](C)CO)C[C@@H](C)[C@H](CN(C)C(=O)CN1CCOCC1)O2
5. Cc1ccc(S(=O)(=O)N(C)C[C@H]2Oc3ncc(C#CC4(O)CCCC4)cc3C(=O)N([C@H](C)CO)C[C@@H]2C)cc1
6. COc1cc(CCC(=O)O)cc(OC)c1OC
7. COc1ccc(NC(=O)CSc2nc(N3CCCCC3)nc(N3CCCCC3)n2)cc1
8. CCOC(=O)c1c(NC(=O)c2ccc(C)c(S(=O)(=O)N3CCCC3)c2)sc(C)c1C
compound no. | 1 | 2 | 3 | 4 | 5 | 6 | 7 | 8
p53 PUMA act | -6 | -4 | 4 | 10 | 1 | -2 | -8 | 31
STK33 inh | 1 | 3 | -1 | . | . | . | 0 | -2

9. C/C=C/c1ccc2c(c1)O[C@H](CN(C)C(=O)c1cccnc1)[C@H](C)CN([C@H](C)CO)S2(=O)=O
10. CC1(C)OC[C@@H]([C@H](O)P(=O)(c2ccccc2)c2ccccc2)O1
11. C[C@H](CO)N1C[C@H](C)[C@H](CN(C)S(=O)(=O)c2ccc(Cl)cc2)Oc2ccc(NC(=O)Cc3cn(C)c4ccccc34)cc2CC1=O
12. COc1ccc(S(=O)(=O)N(C)C[C@H]2OCc3cnnn3CCCC(=O)N([C@@H](C)CO)C[C@@H]2C)cc1
13. N#Cc1cccc(NC(=O)CCCN2C(=O)c3ccccc3C2=O)c1
14. C[C@H](CO)N1C[C@H](C)[C@@H](CN(C)C(=O)Nc2cccc3ccccc23)OCCCC[C@H](C)Oc2ccc(N(C)C)cc2C1=O
15. C[C@H](CO)N1C[C@H](C)[C@H](CN(C)S(C)(=O)=O)OCc2cnnn2CCCC1=O
16. O=C1c2ccccc2-c2c1c1ccccc1c(=O)n2CC1CC1
compound no. | 9 | 10 | 11 | 12 | 13 | 14 | 15 | 16
p53 PUMA act | 6 | -11 | . | . | 12 | -26 | . | .
STK33 inh | . | . | 4 | 0 | 0 | . | 0 | 3

17. C[C@@H]1CCCCO[C@H](CN(C)C(=O)Nc2ccccc2)[C@@H](C)CN([C@H](C)CO)C(=O)c2cc(NS(C)(=O)=O)ccc2O1
18. COc1ccccc1Nc1nc(N)nc(CN2CCC(Cc3ccccc3)CC2)n1
19. O=C(Nc1c(Cl)cc(Cl)cc1C(=O)NCc1ccco1)c1cccc([N+](=O)[O-])c1
20. COc1cccc(NC(=O)c2ccc(NCc3cccnc3)c([N+](=O)[O-])c2)c1
21. C[C@@H]1CN([C@@H](C)CO)C(=O)c2cc(NC(=O)Nc3ccc(F)cc3)ccc2O[C@@H]1CN(C)C(=O)Nc1ccc2c(c1)OCO2
22. COc1ccc(S(=O)(=O)N(C)C[C@@H]2OCCCC[C@H](C)Oc3ccc(NC(=O)Cc4ccccc4)cc3C(=O)N([C@@H](C)CO)C[C@H]2C)cc1
23. C[C@@H]1CN([C@H](C)CO)C(=O)c2cccc(NC(=O)Nc3cccc4ccccc34)c2O[C@@H]1CN(C)Cc1ccncc1
24. C[C@H]1CN([C@@H](C)CO)C(=O)Cc2cc(NC(=O)c3ccncc3)ccc2O[C@H]1CN(C)Cc1ccc(Oc2ccccc2)cc1
compound no. | 17 | 18 | 19 | 20 | 21 | 22 | 23 | 24
p53 PUMA act | 8 | 5 | -18 | -7 | . | -11 | -2 | .
STK33 inh | -1 | 1 | 3 | 3 | -1 | . | . | -2

25. C/C=C/c1cnc2c(c1)C(=O)N([C@@H](C)CO)C[C@H](C)[C@@H](CN(C)C(=O)CCN1CCCCC1)O2
26. O=C1C2=C(C(=O)N1c1ccc(Br)cc1)C(c1ccccc1)=NCCN2
27. C[C@H]1CCCCO[C@H](CN(C)S(=O)(=O)c2cn(C)cn2)[C@@H](C)CN([C@@H](C)CO)C(=O)c2cc(NC(=O)c3ccccc3)ccc2O1
28. Cc1ccc(NC(=O)CSc2nnc(C)n2-c2ccc(Cl)cc2)c(Br)c1
29. C[C@H](CO)N1C[C@H](C)[C@H](CN(C)Cc2ccncc2)Oc2ccc(NC(=O)Cn3cnnn3)cc2C1=O
30. C[C@H]1CCCCO[C@@H](CN(C)C)[C@@H](C)CN([C@@H](C)CO)C(=O)c2cc(NC(=O)C3CCCCC3)ccc2O1
31. C[C@H](CO)N1C[C@H](C)[C@@H](CN(C)Cc2ccc(C(F)(F)F)cc2)Oc2c(NC(=O)c3cnccn3)cccc2C1=O
32. COc1ccc(C(=O)n2nc(-c3ccc(Cl)cc3)nc2NCc2ccco2)cc1OC
compound no. | 25 | 26 | 27 | 28 | 29 | 30 | 31 | 32
p53 PUMA act | 6 | . | -3 | -8 | -4 | -3 | -6 | 80*
STK33 inh | . | 2 | . | 2 | -1 | . | . | 3

33. C[C@@H]1CN([C@H](C)CO)C(=O)c2cc(NS(=O)(=O)c3cn(C)cn3)ccc2O[C@@H](C)CCCCO[C@@H]1CN(C)C(=O)c1ccccc1
34. Cc1cccc(OCC(=O)Nc2cccc(-c3nnc(-c4ccccc4)o3)c2)c1C
35. Cc1sc2nc3scc(CC(=O)NCCO)n3c(=O)c2c1C
36. N#CC(C#N)Cc1ccc(O)cc1
37. COc1ccc(OC)c2c1CC(C)(C)N=C2SC
38. CC(NS(=O)(=O)c1ccccc1)C(=O)Nc1ccccc1F (configuration not stated)
39. COc1ccc(CN(C)C[C@H]2Oc3ccc(NC(=O)Nc4c(C)noc4C)cc3C(=O)N([C@@H](C)CO)C[C@@H]2C)cc1
40. C[C@@H]1CN([C@H](C)CO)C(=O)Cc2cc(NS(=O)(=O)c3ccc(Cl)cc3)ccc2O[C@@H]1CN(C)S(=O)(=O)c1ccccc1
compound no. | 33 | 34 | 35 | 36 | 37 | 38 | 39 | 40
p53 PUMA act | 1 | 68* | -6 | -5 | -18 | 0 | . | .
STK33 inh | . | 0 | -6 | 0 | . | 5 | 0 | 2

41. C[C@@H]1CN([C@@H](C)CO)C(=O)c2cc(NS(=O)(=O)c3ccc(Cl)cc3)ccc2O[C@H]1CN(C)S(=O)(=O)c1ccccc1
42. C[C@@H]1CN([C@H](C)CO)C(=O)Cc2cc(NC(=O)CCC(F)(F)F)ccc2O[C@@H]1CN(C)S(=O)(=O)c1cn(C)cn1
43. CCCN(C)C[C@H]1OCc2cnnn2CCCC(=O)N([C@H](C)CO)C[C@@H]1C
44. COc1ccc(S(=O)(=O)Nc2cccc3c2O[C@H](CN(C)CC2CC2)[C@H](C)CN([C@@H](C)CO)C3=O)cc1
45. Cc1noc(C)c1NC(=O)N(C)C[C@@H]1OCCCC[C@@H](C)Oc2ccc(NS(=O)(=O)c3cn(C)cn3)cc2C(=O)N([C@H](C)CO)C[C@@H]1C
46. C[C@@H]1CCCCO[C@H](CN(C)S(=O)(=O)c2ccc(F)cc2)[C@@H](C)CN([C@H](C)CO)C(=O)c2cc(NC(=O)c3ccccc3)ccc2O1
47. C[C@@H]1CN([C@@H](C)CO)S(=O)(=O)c2ccc(C3=CCCC3)cc2O[C@@H]1CN(C)C(=O)c1ccccn1
48. O=C(CNS(=O)(=O)c1ccccc1)Nc1ccc(Cl)c(C(F)(F)F)c1
compound no. | 41 | 42 | 43 | 44 | 45 | 46 | 47 | 48
p53 PUMA act | . | . | . | 6 | 0 | . | 1 | -4
STK33 inh | 0 | 1 | 2 | . | 1 | -1 | . | 1

49. COC(=O)CNC(=O)c1cn(-c2ccccc2)nc1-c1ccccc1
50. CNC[C@H]1Oc2ccc(NC(=O)CCC(F)(F)F)cc2CC(=O)N([C@@H](C)CO)C[C@@H]1C
51. C[C@H]1CN([C@@H](C)CO)C(=O)Cc2cc(NC(=O)Cc3cn(C)c4ccccc34)ccc2O[C@H]1CN(C)C(=O)Nc1ccc2c(c1)OCO2
52. C[C@H]1CN([C@@H](C)CO)C(=O)Cc2cc(NC(=O)CCN3CCOCC3)ccc2O[C@@H]1CN(C)C
53. C[C@@H]1CN([C@H](C)CO)C(=O)c2cc(N(C)C)ccc2O[C@@H](C)CCCCO[C@@H]1CN(C)C(=O)C1CCCCC1
54. CC(C)(C)C1=NOC(O)(C(F)(F)F)C1 (configuration not stated)
55. CCOC(=O)c1ccc(NC(=O)CN2C(=O)c3ccccc3S2(=O)=O)cc1
56. COc1ccccc1NC(=O)CSc1nc2sc(C)c(C)c2c(=O)n1-c1ccc(C)c(C)c1
57. CC1(C)CC[C@]2(C(=O)OC3OC(CO)C(O)C(O)C3O)CC[C@]3(C)C(=CCC4[C@@]5(C)CC[C@H](OC6OC(C(=O)O)C(O)C(O)C6O)C(CO)(CO)C5CC[C@]43C)[C@@H]2C1 (some centres not stated)
58. C[C@H]1CC[C@@H]2[C@@H](C(=O)c3c(O)c([C@]4(O)CC[C@@H](O)[C@H]5O[C@H]54)c[nH]c3=O)[C@@H](C)C=C[C@H]2C1
compound no. | 49 | 50 | 51 | 52 | 53 | 54 | 55 | 56 | 57 | 58
p53 PUMA act | 12 | 13 | . | 4 | 0 | 0 | -8 | 10 | -77 | .
STK33 inh | 8 | . | 3 | 7 | . | . | -2 | 2 | -3 | -2

5 entries drawn at random from the list so far, as already listed:
49. COC(=O)CNC(=O)c1cn(-c2ccccc2)nc1-c1ccccc1
54. CC(C)(C)C1=NOC(O)(C(F)(F)F)C1 (configuration not stated)
58. C[C@H]1CC[C@@H]2[C@@H](C(=O)c3c(O)c([C@]4(O)CC[C@@H](O)[C@H]5O[C@H]54)c[nH]c3=O)[C@@H](C)C=C[C@H]2C1
51. C[C@H]1CN([C@@H](C)CO)C(=O)Cc2cc(NC(=O)Cc3cn(C)c4ccccc34)ccc2O[C@H]1CN(C)C(=O)Nc1ccc2c(c1)OCO2
52. C[C@H]1CN([C@@H](C)CO)C(=O)Cc2cc(NC(=O)CCN3CCOCC3)ccc2O[C@@H]1CN(C)C
compound no. | 49 | 54 | 58 | 51 | 52
p53 PUMA act | 12 | 0 | . | . | 4
STK33 inh | 8 | . | -2 | 3 | 7
